PKA-R2B act – activators of human PKA-R2B complex. P22694+P31323. PKA-R2B holoenzyme dissociation, Cy5-IP20 fluorescence polarization; R2B truncated from residue 108, S112A mutant; 0% DMSO only, 100% 113 µM cGMP. activation, % at 11.4 µM. 0.079% of 340,000 active;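 active means activation above a cutoff set at the mean over all compounds plus 3 SD, cut at about 18% in these data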;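 further: higher means more holoenzyme dissociation and a rise in polarization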
DAGLB inh – blocks human DAGLB lipase activity; Q8NCG7; HEK293T DAGLB membrane lysate, EnzChek fluorogenic substrate; inhibition, % at 5.17 µM; 0.059% of 340,000 active; AID 504411; in the data active means inhibition above about 34%;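 further: 0% = enzyme with vehicle and 100% = wells lacking enzyme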
PvdQ inh – P. aeruginosa PvdQ acylase inhibition; 0.063% of 340,000 active; inhibition, % at 10 µM; purified PvdQ acylase, fluorescence plate reader; in the data active means inhibition above about 30%, passing the limit was not always enough;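 further: 0% = vehicle neutral wells and 100% = reference inhibitor wells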
Keap1-Nrf2 PPI – inhibitors of human Keap1-Nrf2 protein-protein interaction; Q14145; Keap1 Kelch-Nrf2 peptide fluorescence polarization, 1536-well; inhibition, % at 9.4 µM; 0.15% of 340,000 active; in the data active means inhibition above about 12%;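 further: human Keap1 Kelch domain with fluorescein labeled Nrf2 9mer peptide probe; 0% = neutral control wells and 100% = peptide positive control; higher means more block of Keap1 binding to Nrf2 peptide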
Arrestin-AP2 inh – inhibitors of human beta-arrestin and AP2 interaction | FITC-arrestin peptide / GST-AP2 beads, flow cytometry; AP2 beta2 appendage carries R879A mutation | inhibition, % at 10 µM | 0.31% of 340,000 active;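 active means inhibition above a set limit, near 3 SD of compounds lacking own fluorescence, cut at about 54% in these data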;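 further: plate controls were DMSO wells for no effect and 5 µM unlabelled arrestin peptide for full effect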
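System: GST-AP2 R879A glutathione beads; medium: PBS, Tween 20 0.05%, BSA 0.1%; reagent: fluorescein-tagged arrestin peptide at 50 nM final; schedule: pre-incubation 12 min, peptide binding 1 h, room temperature; detection: flow cytometry, FL1 (488/535 nm); read-out: inhibition as reduced fluorescein signal on beads, percent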
NSD2 HMT inh – inhibitors of human histone methyltransferase NSD2 | O96028 | NSD2 peptide methylation, AlphaScreen, 120 min | inhibition, % at 12.5 µM | 0.54% of 310,000 active | AID 743445; in the data active means inhibition above about 50%
SR-BI DiI inh – blocks mouse SR-BI lipid uptake from DiI-HDL | 0.96% of 320,000 active | inhibition, % at 12.5 µM | ldlA[mSR-BI] CHO cells, DiI-HDL uptake fluorescence, 3 h;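 active means mean replicate inhibition of at least 70% and a set share of replicates each scoring 70 or more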;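 further: 0% = median of neutral control wells and 100% = median of positive control wells; values of inactives mirror those of a sister screen read the other way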
C-LANA FP – inhibitors of KSHV LANA C-terminal domain DNA binding. inhibition, % at 9 µM. MBP-C-LANA/FAM-LBS DNA binding, fluorescence polarization. 0.078% of 340,000 active;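 active means highest replicate inhibition at or above 60% at 9 µM, even if other replicates fall short; inactive means all replicates below 60% inhibition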;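 further: 0% = neutral control wells and 100% = 4 µM acridine orange control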
SR-BI DiI-HDL act – activators of SR-BI mediated HDL lipid uptake; CHO ldlA[mSR-BI] cells, DiI-HDL uptake fluorescence, 3 h; 100 = double the neutral-control signal; activation, % at 12.5 µM; 0.096% of 320,000 active; AID 504775;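 active means mean replicate activation of at least 60% and every replicate at or above 60%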;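 further: 0% = median plate neutral-control signal and 100% = twice that signal; values of inactives mirror those of a sister screen read the other way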
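Material: SR-BI-overexpressing, LDLR-lacking CHO cells | Dosing: Single compound concentration, delivered by pin transfer | Probe or stimulus: Labelled HDL, 10 µg/mL | Signal: Bottom-read cell fluorescence after medium removal, ex 550/em 595 nm | Schedule: 3 h, 37 °C | Evaluation: HDL uptake via cellular fluorescence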
Cardiac RTF inh – cardiac RTF calcium desensitization | P19429+P45379 | IANBD-labeled cardiac RTF, Ca2+ fluorescence | inhibition, % at 7.15 µM | 0.12% of 340,000 active | AID 493244;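 active means inhibition above the mean inhibition of all tested compounds plus 3 SD, cut at about 17% in these data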;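 further: assay run at fixed EC70 calcium of 1.6 mM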
Numbers without * were called inactive; . = no result given.

(1) O=C(N/N=C/c1ccncc1)c1nn(Cc2ccccc2)c(=O)c2ccccc12
(2) Cc1ccc(C)c(COC(=O)c2cccc(S(=O)(=O)N3CCCC3)c2)c1
(3) c1ccc(C2CCC(N3CCNCC3)CC2)cc1 (configuration not stated)
(4) O=S(=O)(c1ccc(F)cc1)N1CCN(S(=O)(=O)c2cc(F)ccc2F)CC1
(5) S=C(NCc1ccco1)Nc1ccccn1
(6) O=C(O)c1ccc(CN2C(=O)CSC2=S)cc1
(7) COc1ccc(Cl)cc1C(=O)NNC(=O)c1ccncc1
(8) Cc1sc2ncn3ncnc3c2c1C

Screen / compound no.	1	2	3	4	5	6	7	8
PKA-R2B act	-5	-2	-5	5	-14	0	-6	3
Cardiac RTF inh	7	-2	-4	-9	-11	4	-7	1
C-LANA FP	0.0	-1.9	-1.0	-1.0	-0.3	-0.7	0.9	-2.8
SR-BI DiI inh	-15	47	-4	-28	-5	-5	16	9
NSD2 HMT inh	1	-4	-4	-4	3	-1	-1	-2
Keap1-Nrf2 PPI	1	8	-1	-2	-2	-12	-5	-5
DAGLB inh	1	-10	-1	-1	-5	1	0	-3
PvdQ inh	17	3	-16	-16	-6	1	-12	6
SR-BI DiI-HDL act	15	-47	4	28	5	5	-16	-9
Arrestin-AP2 inh	6	26	5	-2	-3	0	-6	22

Profiles from above. Order of values: PKA-R2B act, Cardiac RTF inh, C-LANA FP, SR-BI DiI inh, NSD2 HMT inh, Keap1-Nrf2 PPI, DAGLB inh, PvdQ inh, SR-BI DiI-HDL act, Arrestin-AP2 inh
Entry for `O=C(O)c1ccc(CN2C(=O)CSC2=S)cc1` → 0, 4, -0.7, -5, -1, -12, 1, 1, 5, 0
Entry for `O=S(=O)(c1ccc(F)cc1)N1CCN(S(=O)(=O)c2cc(F)ccc2F)CC1` → 5, -9, -1.0, -28, -4, -2, -1, -16, 28, -2

The main list resumes, repeating the 4 entries before the break.
(5) S=C(NCc1ccco1)Nc1ccccn1
(6) O=C(O)c1ccc(CN2C(=O)CSC2=S)cc1
(7) COc1ccc(Cl)cc1C(=O)NNC(=O)c1ccncc1
(8) Cc1sc2ncn3ncnc3c2c1C
(9) CCOc1ccc(CNS(=O)(=O)c2cccs2)cc1OCC
(10) O=C(NCCCN1CCCC1=O)c1cc(S(=O)(=O)N2CCOCC2)c(Cl)cc1Cl
(11) COC(=O)c1ccc(C)c(NC(=O)CCCN2C(=O)NC(C)(C)C2=O)c1
(12) COc1ccc(NC(=O)CNCc2ccc(Cl)cc2)cc1S(=O)(=O)N1CCOCC1
(13) CCOc1ccccc1/C=N/NC(=O)c1cc(C(C)C)[nH]n1
(14) CC12CC3CC(C)(C1)CC(C(O)CN1CCOCC1)(C3)C2 (configuration not stated)
(15) O=C(CSc1nnc2ccccn12)Nc1cccc(-c2nc3ccccc3s2)c1
(16) CC[C@@]12C(=O)N(c3ccccc3)C(=O)N1[C@H](c1cccc(C)c1)[C@@H]1C(=O)N(Cc3ccccc3)C(=O)[C@@H]12

Screen / compound no.	5	6	7	8	9	10	11	12	13	14	15	16
PKA-R2B act	-14	0	-6	3	13	-14	3	10	0	3	-13	0
Cardiac RTF inh	-11	4	-7	1	-4	-3	-3	-3	-1	0	-3	6
C-LANA FP	-0.3	-0.7	0.9	-2.8	1.3	-0.3	0.5	-0.9	-0.3	0.2	0.6	3.8
SR-BI DiI inh	-5	-5	16	9	18	-5	-15	6	73*	2	17	-18
NSD2 HMT inh	3	-1	-1	-2	-1	1	-1	-1	11	-4	-2	.
Keap1-Nrf2 PPI	-2	-12	-5	-5	-7	-3	-1	-1	-6	5	3	2
DAGLB inh	-5	1	0	-3	0	2	0	-1	0	0	17	1
PvdQ inh	-6	1	-12	6	-13	-7	-12	-17	-13	-3	-8	1
SR-BI DiI-HDL act	5	5	-16	-9	-18	5	15	-6	-73	-2	-17	18
Arrestin-AP2 inh	-3	0	-6	22	3	-11	-4	-6	-4	16	4	-1

Entries by screen from the list.
Entries 13 to 16 in DAGLB inh: 0, 0, 17, 1
Entries 13 to 16 in Keap1-Nrf2 PPI: -6, 5, 3, 2

Later entries.
(17) COc1ccc(/C=C/C(=O)OCC(=O)c2c(C)[nH]c3ccccc23)cc1OC
(18) COc1ccccc1-n1nnnc1SCC(=O)Nc1ccccn1
(19) CCCN1CCc2c(sc(NC(=O)CCS(=O)(=O)c3ccccc3)c2C(N)=O)C1
(20) O=C(c1cccc([N+](=O)[O-])c1)N1CCN(Cc2ccc3c(c2)OCO3)CC1
(21) CSc1nnc(C(C)(C)C)c(=O)n1/N=C/c1c(O)ccc2ccccc12
(22) CCN1C(=O)N[C@@H](c2cccc(C(F)(F)F)c2)C(C(=O)OC)=C1C
(23) CSCCC(NC(=O)c1ccc(Cl)cc1Cl)C(=O)NNC(=O)c1ccncc1 (configuration not stated)
(24) COc1ccccc1OCC(=O)NNC(=O)c1ccc2c(=O)n3c(nc2c1)CCC3

Screen / compound no.	17	18	19	20	21	22	23	24
PKA-R2B act	-6	1	-16	-9	-11	1	14	4
Cardiac RTF inh	-1	-13	-9	-18	-5	-18	-7	-2
C-LANA FP	2.3	-1.0	1.3	0.6	1.1	0.1	-0.7	0.3
SR-BI DiI inh	34	-17	3	-12	29	4	5	-11
NSD2 HMT inh	-4	0	6	-1	11	.	-2	4
Keap1-Nrf2 PPI	-3	-1	-1	-2	2	2	1	-4
DAGLB inh	0	0	1	-2	0	-4	0	1
PvdQ inh	-6	-12	10	-14	-3	5	-1	-10
SR-BI DiI-HDL act	-34	17	-3	12	-29	-4	-5	11
Arrestin-AP2 inh	-14	10	7	-8	-5	53	7	-16

(25) CC(=O)Nc1ccc(NS(=O)(=O)c2ccc3ccccc3c2)cc1
(26) Clc1ccc(Cc2ccc(SCc3ccccc3)nn2)c(Cl)c1
(27) CCOc1ccc2[nH]c3c(NCCC(C)C)ncnc3c2c1
(28) O=C(NC(=S)NC1CCCCC1)c1ccccc1
(29) O=C(CN1C(=O)NC2(CCCC2)C1=O)NNC(=O)c1ccccc1F
(30) CCOC(=O)c1ccc2c(c1)sc(=NC(=O)c1ccco1)n2CCOC
(31) CN(Cc1c(C(=O)N/N=C/c2cc(F)ccc2F)nnn1-c1nonc1N)C1CCCCC1
(32) O=C(NCc1ccco1)c1ccc(Cl)c(S(=O)(=O)N2CCOCC2)c1

Screen / compound no.	25	26	27	28	29	30	31	32
PKA-R2B act	5	-10	-5	3	6	-21	6	1
Cardiac RTF inh	6	-6	-12	-11	-8	-16	-1	-2
C-LANA FP	-0.9	-0.6	-2.4	0.3	-1.2	0.0	0.3	1.6
SR-BI DiI inh	15	-43	-13	-13	-16	58	-3	-12
NSD2 HMT inh	0	1	0	1	-1	1	.	3
Keap1-Nrf2 PPI	-3	0	-2	-3	0	-5	4	0
DAGLB inh	-1	-13	-12	-5	0	-2	-2	1
PvdQ inh	11	3	-16	-8	-4	-11	-10	-4
SR-BI DiI-HDL act	-15	43	13	13	.	-58	3	12
Arrestin-AP2 inh	2	12	4	5	9	0	20	3

(33) COc1ccc(OC)c(NC(=O)CSc2nnc(CNc3ccc(F)cc3)o2)c1
(34) COc1cc(/C=N\Nc2cc(=O)n(C)c(=O)n2C)ccc1O
(35) O=C1CC(=O)Nc2cc(S(=O)(=O)N3CCN(c4ccc([N+](=O)[O-])cc4)CC3)ccc2N1
(36) O=C(c1ccccc1)N1CCN(c2ccccc2)CC1
(37) COc1ccc(-c2n[nH]c3c2CN(C(=O)c2ccc(OC)c(OC)c2)CC3)cc1
(38) Cc1ccc(NS(=O)(=O)c2ccc(C(=O)N3CCOCC3)cc2)cc1
(39) Cc1ccc(-c2nc(CN3CCCCC3c3cccc(F)c3)c(C)o2)o1 (configuration not stated)
(40) CN(CC(=O)NCc1ccco1)CC(=O)Nc1ccc(F)c(F)c1F
(41) Cc1cc2oc(C(=O)Nc3c(C)n(C)n(-c4ccccc4)c3=O)c(C)c2cc1Cl
(42) N#Cc1nc(COc2ccccc2Cl)oc1NCc1ccco1
(43) Cc1cc(C)c2c(CN3CCOCC3)cc(=O)oc2c1

Screen / compound no.	33	34	35	36	37	38	39	40	41	42	43
PKA-R2B act	-2	10	-8	-7	4	0	-8	-3	-3	9	7
Cardiac RTF inh	-6	2	-3	1	4	-12	-6	1	5	-3	2
C-LANA FP	-1.3	0.9	-1.5	0.6	0.3	1.3	-2.2	1.7	0.7	-0.7	0.9
SR-BI DiI inh	44	-38	-11	2	4	9	7	14	19	1	-2
NSD2 HMT inh	-1	9	7	-1	0	0	-1	-2	-1	-10	-5
Keap1-Nrf2 PPI	0	-4	-6	-1	-3	-5	1	-4	-4	-10	0
DAGLB inh	2	0	1	-4	2	1	-4	-2	1	-3	1
PvdQ inh	-2	-5	2	1	-1	-6	-5	-13	-8	-13	-8
SR-BI DiI-HDL act	-44	38	11	-2	-4	-9	-7	-14	-19	-1	2
Arrestin-AP2 inh	19	-6	-1	4	3	2	9	3	-7	2	13

Ordered by SMILES length (descending): part of the list above.
(41) Cc1cc2oc(C(=O)Nc3c(C)n(C)n(-c4ccccc4)c3=O)c(C)c2cc1Cl
(33) COc1ccc(OC)c(NC(=O)CSc2nnc(CNc3ccc(F)cc3)o2)c1
(36) O=C(c1ccccc1)N1CCN(c2ccccc2)CC1

Screen / compound no.	41	33	36
PKA-R2B act	-3	-2	-7
Cardiac RTF inh	5	-6	1
C-LANA FP	0.7	-1.3	0.6
SR-BI DiI inh	19	44	2
NSD2 HMT inh	-1	-1	-1
Keap1-Nrf2 PPI	-4	0	-1
DAGLB inh	1	2	-4
PvdQ inh	-8	-2	1
SR-BI DiI-HDL act	-19	-44	-2
Arrestin-AP2 inh	-7	19	4
